Source: PubChem BioAssay (National Center for Advancing Translational Sciences (NCATS))
aSyn yeast rescue = alpha-synuclein toxicity suppression in yeast; Potency, µM (top dose mostly 46.1 µM), for the others: at the highest dose growth rescue (activation), hits mostly activators; S. cerevisiae alpha-synuclein toxicity rescue, BacTiter-Glo growth, 24 h; AID 1347070; hit rate 0.02% among 94,000; active means well fitted activation curve with a large enough effect; inconclusive means small, poorly fitted or top-dose-only effect; further: 0% is about no effect
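Growth restoration measured by BacTiter-Glo luminescence after 24 hr at 30 deg C; alpha-synuclein yeast, raffinose-pregrown to mid-log, were added at OD600=0.02 in galactose medium onto pinned compounds.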
An asterisk follows results filed as active; u = inconclusive; & = joins results of further samples; [ ] = remark or other dose. Potency means the concentration at half of the fitted maximal effect. Only part of the results is shown; count on the stated rates, not on these rows.

SMILES	aSyn yeast rescue
Cc1[nH]c2ccccc2c1Cc1nnc(SCc2ccccc2)o1	u
COc1ccc(CCNC(=O)C(=O)NCC2OCCN2S(=O)(=O)c2ccc(Cl)cc2)cc1 (configuration not stated)	3%
O=C(CSc1nc2c(c(=O)[nH]1)CN(Cc1ccc3c(c1)OCO3)CC2)Nc1ccc(F)cc1	0%
CCSCC(C)(C)n1[nH]c2ccccc2c1=O	-6%
Cc1ccc(OCCSc2nc3ccccc3n2CC(=O)N2CCCCC2)c(C)c1	11%
Cc1ccc(C)c(NC(=O)COC(=O)c2ccc(S(=O)(=O)N3CCCC3)cc2)c1	-6%
O=C(c1ccc2c(Cl)c3c(nc2c1)CCCC3)N1CCN(c2cccc(C(F)(F)F)c2)CC1	-3%
O=C(O)CCNC1CCCCC1	-9%
Cc1sc2c(c1C)c(=O)n(-c1cccc(C(F)(F)F)c1)c(=O)n2Cc1ccccc1C#N	-8%
COc1cccc(CNC(=O)c2cnc(N3CCCC3)nc2C)c1	0%
O=C(NCc1ccco1)c1ccc(OC2CCN(Cc3ccccn3)CC2)cc1	6%
Cc1ccc2c(c1)c1c(c(=O)n(-c3cccc(Cl)c3)c(=O)n1CC(=O)c1ccc(Cl)cc1)n2C	-5%
O=C(O)c1cccc(Nc2ncnc3ccc(Br)cc23)c1	2%&-11%
CCC(C(=O)Nc1ccccc1OC)n1c(C(=O)OC)cc2sc(Cl)cc21 (configuration not stated)	0%
O=C(Nc1nc2n(n1)C(c1ccc(F)cc1)C=C(c1ccccc1)N2)c1ccco1 (configuration not stated)	5%
COc1ccc(/C=C(/NC(=O)/C=C/c2ccccc2)C(=O)O)cc1	1%
COc1ccc(Nc2oc(/C=C/c3ccc(OC)c(OC)c3)nc2C#N)cc1	4%
Cc1nc2c(C(=O)NCc3ccccc3Cl)c[nH]n2c(=O)c1Cc1cccc(Cl)c1	-6%
CC(=O)N(Cc1cccnc1)c1nc2c(C)c(C)ccc2s1	21%
COc1ccc(-c2cc(C(F)(F)F)nc(S(C)(=O)=O)n2)cc1	12%
COc1ccc(CCn2c(=O)c3cccnc3n(CC(=O)Nc3ccc(C)cc3C)c2=O)cc1OC	-1%
N=C1CCC(=N)c2c1c(O)c1ccccc1c2O	2%
CCC(=O)N1CCc2cc(Br)cc(S(=O)(=O)N3CCCC(C(=O)NCc4ccc(C)cc4)C3)c21 (configuration not stated)	-6%
Cc1ccc(NC(=O)CSc2nnc(N)s2)c(C)c1	-12%
COc1ccc(C2C=C(c3ccc(Br)cc3)Nc3nnnn32)c(OC)c1 (configuration not stated)	-4%

In another format: results already given.
Compound,aSyn yeast rescue
O=C(NCc1ccco1)c1ccc(OC2CCN(Cc3ccccn3)CC2)cc1,6%
Cc1ccc2c(c1)c1c(c(=O)n(-c3cccc(Cl)c3)c(=O)n1CC(=O)c1ccc(Cl)cc1)n2C,-5%
O=C(O)c1cccc(Nc2ncnc3ccc(Br)cc23)c1,2%&-11%
CCC(C(=O)Nc1ccccc1OC)n1c(C(=O)OC)cc2sc(Cl)cc21 (configuration not stated),0%
O=C(Nc1nc2n(n1)C(c1ccc(F)cc1)C=C(c1ccccc1)N2)c1ccco1 (configuration not stated),5%
COc1ccc(/C=C(/NC(=O)/C=C/c2ccccc2)C(=O)O)cc1,1%
COc1ccc(Nc2oc(/C=C/c3ccc(OC)c(OC)c3)nc2C#N)cc1,4%
Cc1nc2c(C(=O)NCc3ccccc3Cl)c[nH]n2c(=O)c1Cc1cccc(Cl)c1,-6%
CC(=O)N(Cc1cccnc1)c1nc2c(C)c(C)ccc2s1,21%
COc1ccc(-c2cc(C(F)(F)F)nc(S(C)(=O)=O)n2)cc1,12%
COc1ccc(CCn2c(=O)c3cccnc3n(CC(=O)Nc3ccc(C)cc3C)c2=O)cc1OC,-1%
N=C1CCC(=N)c2c1c(O)c1ccccc1c2O,2%
CCC(=O)N1CCc2cc(Br)cc(S(=O)(=O)N3CCCC(C(=O)NCc4ccc(C)cc4)C3)c21 (configuration not stated),-6%
Cc1ccc(NC(=O)CSc2nnc(N)s2)c(C)c1,-12%
COc1ccc(C2C=C(c3ccc(Br)cc3)Nc3nnnn32)c(OC)c1 (configuration not stated),-4%

Next records.
SMILES	aSyn yeast rescue
Cc1ccc(CN(Cc2ccco2)C(=O)c2oc3ccc(C)cc3c2C)cc1	14%
Cc1ccc(/C=N/n2c(-c3ccc(Cl)cc3)n[nH]c2=S)o1	-3%
COc1ccc([C@H]2CN(c3ccc(OC)cc3)C(=O)[C@@H]2CC(=O)Nc2ccc(Br)cc2)cc1	5%
CCCCN1C(=O)C(CC(=O)NC(c2ccccc2)c2ccccc2)CC(C(=O)N(C)C)=C1C (configuration not stated)	-2%
CCC1(c2ccccc2)NC(=O)N(CC(=O)N(C)Cc2c(F)cccc2Cl)C1=O (configuration not stated)	9%
COc1ccc(CNC(=O)c2ccc(-c3nc(CSc4ccccc4)c(C)o3)cc2)cc1OC	0%
Cc1c(Cl)cccc1NC(=O)c1ccc2c(c1)nnn2C1CCCC1	-10%
Cc1ccc(CN2C(=O)c3ccccc3Sc3ccc(C(=O)NC4CCCCC4)cc32)cc1	0%
COc1ccc(NC(=O)CSc2nc3ccccc3c3nc4ccccc4n23)cc1	-12%
Cc1ccc(S(=O)(=O)CCC(=O)NCCC2=CCCCC2)cc1	-3%
Cc1oc2ncnc(N3CCCCC3)c2c1C(=O)Nc1cccc(Cl)c1C	-7%
O=C(NC(=S)Nc1cc(Cl)ccc1Cl)c1ccco1	4%
CCN(CC(=O)Nc1ccc(NC(C)=O)cc1)C(=O)/C=C/c1ccc([N+](=O)[O-])cc1	0%
Cc1ccc(NC(=O)CN(C)C(=O)COC(=O)COc2cc(C)cc(C)c2)cc1	8%
CC(=O)Nc1ccc(NC(=O)c2c(C)nn(-c3ccccc3)c2-n2cccc2)cc1	-5%
CCN(C(=O)c1oc2ccc(S(=O)(=O)N3CCCCCC3)cc2c1C)c1ccccc1	-6%
N#C/C(=C(/O)COC(=O)c1ccccc1O)c1nc2ccccc2s1	-22%
CCn1c(-c2cccn(Cc3ccc(Cl)cc3Cl)c2=O)n[nH]c1=S	7%
COc1ccc(NC(=O)CSCC(=O)N(C)Cc2c(F)cccc2Cl)cc1	-4%
CCSCc1nnc(SCC(=O)Nc2nccs2)n1CC	-3%
O=C(Nc1ccc2c(c1)[C@@H]1C[C@@H](CC(=O)N3CCOCC3)O[C@@H](CO)[C@@H]1O2)NC1CCCC1	-1%
Cc1ccc(-n2nnnc2C2CCN(S(=O)(=O)c3ccc(OC(F)(F)F)cc3)CC2)cc1	3%
CC(Oc1ccc(F)cc1)C(=O)Nc1cc(S(=O)(=O)N2CCCCC2)ccc1N1CCOCC1 (configuration not stated)	7%
CC1=C(c2ccc(C)c(C)c2)S(=O)(=O)N=C1N1CCC(C(=O)NCc2ccccc2C)CC1	6%
Cc1ccc(C(=O)N2c3ncnn3C3(CCCCC3)[C@@H]3CCCC[C@@H]32)cc1	-7%

More structures.
SMILES	aSyn yeast rescue
COc1cccc(-c2nc(CS(=O)(=O)CC(=O)NCCC(C)C)c(C)o2)c1	-2%
Cc1ccc(C(=O)NC2CCN(CC(=O)NC3CCC(C)CC3)CC2)cc1 (configuration not stated)	-3%
O=C(Cc1ccccc1)N(c1ccccc1)c1ccccc1	6%
CCC1(C)NC(=O)N(CC(=O)c2cc(C)n(C3CC3)c2C)C1=O (configuration not stated)	11%
Cc1cc(C)c(C#N)c(SCc2nnc(-c3ccccc3[N+](=O)[O-])o2)n1	11%
CC(NC(=O)c1ccco1)c1nc(-c2ccccc2)no1 (configuration not stated)	-10%&-6%
O=C(OC(C(=O)NCc1ccc2c(c1)OCO2)c1ccncc1)c1ccc(Cl)nc1 (configuration not stated)	-4%
CC1CCCCC1NC(=O)C1CCN(C(=O)c2sccc2-n2cccc2)CC1 (configuration not stated)	-2%
CCOC(=O)c1cccc2c1N[C@@H](c1ccc(F)cc1)[C@H]1CC=C[C@@H]21	-4%
O=c1c2cc3c(cc2n(Cc2ccc(Cl)cc2)c(=O)n1Cc1nc(-c2ccccc2)no1)OCO3	-3%
CCCN(CCC)CCCNC(=O)c1cc2c(-c3ccc(OC)c(OC)c3)nn(C)c2s1	8%&-3%
Cc1ccc(-c2nc3c4c(-c5ccccc5)c(-c5ccccc5)oc4ncn3n2)cc1	3%
NC(=O)c1cc(C(N)=O)nc(Cl)n1	7%
COCCNc1sc(S(=O)(=O)c2ccc(C)cc2)nc1S(=O)(=O)c1ccc(C)cc1	-5%
COc1ccc(NC(=O)N(C)C[C@@H]2Oc3cc(Br)ccc3S(=O)(=O)N([C@H](C)CO)C[C@H]2C)cc1	-6%
Cc1c(C(=O)O)sc2nc(/C=C/c3ccccc3OC(F)F)[nH]c(=O)c12	-8%
COC(=O)c1cc(NC(=O)Cn2c(=O)oc3ccccc32)cc(C(=O)OC)c1	-8%
O=C(Nc1ccc(S(=O)(=O)Nc2ccccc2)cc1)N1CCCC1	6%
Cc1cccc(CNC(=O)C2CCC(=O)N(CCCc3ccccc3)C2)c1 (configuration not stated)	9%
CNC(=O)COC(=O)CNC(=O)c1cc(Cl)cc([N+](=O)[O-])c1	2%
COc1cccc(/C=C/C(=O)OCC(=O)Nc2ccc(S(=O)(=O)N3CCCC3)cc2)c1	6%
CCOc1ccc(S(=O)(=O)NCCC(=O)NCCOc2ccccc2)cc1	6%
O=C(/C=C/c1cccs1)Nc1ccc(S(=O)(=O)Nc2ncccn2)cc1	3%
O=c1[nH]c2c(oc3ccccc32)c(=O)n1Cc1ccccc1	-26%
COc1ccc(-c2cnc3c(c2)C(=O)N([C@H](C)CO)C[C@H](C)[C@H](CN(C)C(=O)Cc2cccnc2)O3)cc1	2%

The results go on.
SMILES	aSyn yeast rescue
CC(NS(=O)(=O)c1ccc(F)cc1)C(c1cccs1)N1CCOCC1 (configuration not stated)	-13%
COc1ccc([N+](=O)[O-])cc1NC(=O)CS(=O)(=O)c1ccc(C)cc1	-8%
Cn1cc(S(=O)(=O)N2CCOCC2)cc1C(=O)NCc1ccc(Cl)cc1	-7%
Cc1ccc(Nc2nc(Nc3ccc(C)c(C)c3)nc(N3CCOCC3)n2)cc1C	23%
CCCCn1c(CCC(=O)O)nc2cc(S(=O)(=O)N(CC)CC)ccc21	2%
CC(=O)c1ccc(S(=O)(=O)NCCOc2ccccc2)cc1	10%
COc1ccccc1NC(=O)C1CCN(S(=O)(=O)c2ccc3c(c2)oc(=O)n3C)CC1	-3%
CCN(Cc1ccccc1)C(=O)c1nc(-c2cccc(F)c2)n2c1CCCCC2	26%
COc1ccc(C2c3ccc(O)cc3Oc3ncn(CCN4CCOCC4)c(=N)c32)cc1OC (configuration not stated)	4%
COc1ccccc1NC(=S)NC12CN3CN(CN(C3)C1)C2	-1%
CCc1ccc(C(=O)C(C)OC(=O)CN2C(=O)NC3(CCCC3)C2=O)cc1 (configuration not stated)	-7%
CCOC(=O)N1CCN(C(=O)CCNS(=O)(=O)c2ccc(C)c(C)c2)CC1	3%
O=C(NCc1ccco1)c1ccc(Cn2c(SCc3ccc(F)cc3)nc3cccnc32)cc1	-7%
CC1=C(C(=O)OC2CCCC2)C(c2ccc(Cl)cc2)CC(=O)N1 (configuration not stated)	13%
CSc1ccccc1OCc1cc(C(=O)NCC(C)Oc2cccnc2)no1 (configuration not stated)	-5%
COc1ccc(-c2onc(C)c2C)cc1S(=O)(=O)NCC1CCN(Cc2ccccc2F)CC1	2%
Cc1ccc(C)n1-c1ccc(C(=O)NN=C2CCCC2)cc1	-1%
CCOC(=O)c1c(NC(=O)CSc2cn(CCNC(=O)c3ccccc3F)c3ccccc23)sc2c1CCCC2	0%
COc1cc(NC(=O)c2c(-c3ccccc3Cl)noc2C)c2ncccc2c1	-6%
CCn1c(CNC(=O)c2ccc(OC)cc2)nnc1SCC(=O)Nc1cccc(C)c1	-5%
COCc1cccc(NC(=O)Cc2cccc3ccccc23)c1	18%
CC1C(=O)C(C)C(c2ccc(Cl)cc2)NC1c1ccc(Cl)cc1 (configuration not stated)	-8%
COc1ccc(-c2cc(C(=O)N3CCN(c4ccccc4OC)CC3)no2)cc1OC	-2%
COc1ccc(NC(=O)Cn2c(=O)oc3cc(S(=O)(=O)NC(C)C)ccc32)cc1OC	-4%
O=C(O)c1ccc(NC(=O)C2(c3ccccc3)CCCC2)cc1	-5%

Additional entries.
SMILES	aSyn yeast rescue
CCOC(=O)Cn1c(=O)n(-c2ccccc2OC)c2nc(-c3ccc(C(C)C)cc3)nc(C(N)=O)c21	8%
Cc1ccc(-c2nnc(NC(=O)CCS(=O)(=O)c3ccccc3)o2)c(C)c1	-11%
COc1ccc(CCN2C(=O)N(c3ccc(C)cc3)C(=O)C2CC(=O)Nc2ccc(OC)cc2)cc1 (configuration not stated)	0%
COc1ccc(C2C=C(c3ccccc3)Nc3nc(NS(=O)(=O)c4ccc(Cl)cc4)nn32)cc1 (configuration not stated)	-6%
O=C(NC(Cc1ccccc1)C(=O)NC(Cc1ccccc1)C(=O)O)c1ccccc1 (configuration not stated)	-9%
Cc1ccc(CNC(=O)/C=C/c2ccc(Br)o2)cc1	9%
C[C@H]1Cn2cnc(C(=O)Nc3ccccc3)c2C(=O)N1	6%
O=S(=O)(c1cccs1)N1CCN(c2ccc(Cl)cc2)CC1	3%&-1%
Cc1ccc(NC(=O)C(=O)NCC2(c3ccccc3)CCCC2)cc1C	0%
COc1ccc(/C=C/C(=O)NC(=S)Nc2ccc(S(=O)(=O)Nc3cc(C)on3)cc2)cc1	-42%[inhibitor]
COc1ccc(C)cc1NC(=O)C1CCCN(S(=O)(=O)c2ccc3[nH]c(=O)ccc3c2)C1 (configuration not stated)	0%
O=C(N/N=C/c1sc2ccccc2c1O)c1cccc2ccccc12	-46%[inhibitor]
COc1ccc(Cn2c(=O)[nH]c3cc(C(=O)N4CCN(c5cccc(Cl)c5)CC4)ccc3c2=O)cc1	2%
CNC(=O)C1CC(=O)N(c2ccc(OCC(=O)Nc3ccccc3C)cc2)C1 (configuration not stated)	-3%
COc1ccc2oc(C(=O)NCC(c3ccco3)N(C)C)c(C)c2c1 (configuration not stated)	6%
